Source: PubChem BioAssay
PRC2 inh: inhibitors of human EZH2/PRC2 methyltransferase; inhibition, % at 12.5 µM; Q15910; actives 0.35% (n = 57,000); PRC2 H3K27 methylation, DELFIA TRF, 1 h;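 active = mean inhibition of replicates at least 50% and every single replicate also reaching 50%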;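 also: dimethyl H3K27 on biotinylated H3 21-44 peptide detected by antibody; plate controls were median neutral control wells for no effect and median positive control wells for full effect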
Target sequence (Q15910 whole entry, looked up): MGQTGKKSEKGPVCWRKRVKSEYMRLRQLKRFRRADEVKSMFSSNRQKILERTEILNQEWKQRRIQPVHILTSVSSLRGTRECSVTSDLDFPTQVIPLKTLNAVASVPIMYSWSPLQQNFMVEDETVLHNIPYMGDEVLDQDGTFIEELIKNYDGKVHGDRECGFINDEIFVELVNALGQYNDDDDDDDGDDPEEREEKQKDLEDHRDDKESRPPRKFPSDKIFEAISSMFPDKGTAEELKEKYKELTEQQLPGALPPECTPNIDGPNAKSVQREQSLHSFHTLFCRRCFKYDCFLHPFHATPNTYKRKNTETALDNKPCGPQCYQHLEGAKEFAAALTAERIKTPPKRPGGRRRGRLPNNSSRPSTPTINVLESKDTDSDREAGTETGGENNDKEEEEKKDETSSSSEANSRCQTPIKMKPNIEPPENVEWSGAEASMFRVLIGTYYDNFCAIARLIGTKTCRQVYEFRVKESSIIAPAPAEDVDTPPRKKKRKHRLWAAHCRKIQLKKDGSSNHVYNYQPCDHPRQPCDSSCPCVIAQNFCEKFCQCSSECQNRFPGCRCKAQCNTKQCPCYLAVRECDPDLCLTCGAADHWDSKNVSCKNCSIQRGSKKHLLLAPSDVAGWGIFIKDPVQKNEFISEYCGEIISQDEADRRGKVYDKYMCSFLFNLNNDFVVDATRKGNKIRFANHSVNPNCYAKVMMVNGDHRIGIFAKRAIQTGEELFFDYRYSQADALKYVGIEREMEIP
IDH1 mut inh: inhibitors of human IDH1 R132H. inhibition, % at 10 µM. actives 0.18% (n = 70,000). IDH1 R132H reductase, diaphorase/resazurin fluorescence, 60 min. O75874; in the data active = inhibition above about 34%;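 also: 0% = DMSO and 100% = no enzyme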
Active calls of the source: *; . = no result given. These rows are one share of the data, so the mix of outcomes need not match the whole.

SMILES | PRC2 inh | IDH1 mut inh
COc1ccc(OC)c(NC(=O)CNC(=O)c2cccs2)c1 | 12.6 | 0.3
COCc1cn(CC[C@@H]2CC[C@H](NC(=O)Nc3ccc(F)cc3)[C@@H](CO)O2)nn1 | -2.4 | -0.4
c1ccc2c(c1)[nH]c1nc(SCCN3CCOCC3)nnc12 | -5.9 | 0.5
CO[C@H]1CN(C)C(=O)c2cc(NC(C)=O)ccc2OC[C@H](C)N(C(=O)c2ccccc2)C[C@H]1C | 6.4 | -0.1
COc1ccccc1-c1ccc([C@H]2[C@@H](CO)N(C(=O)C3CCCCC3)[C@H]2C#N)cc1 | . | -1.9
C[C@@H]1CN([C@@H](C)CO)C(=O)c2cc(NS(=O)(=O)c3ccc(F)cc3)ccc2O[C@H]1CN(C)Cc1ccc(Cl)c(Cl)c1 | . | 0.9
C[C@H]1CN([C@@H](C)CO)C(=O)c2cc(NC(=O)c3ccncc3)ccc2O[C@@H]1CN(C)Cc1ccc(C(=O)Nc2ccccc2N)cc1 | -65.6 | .
C[C@@H]1CN([C@H](C)CO)C(=O)c2cccc(NC(=O)c3ccc(-c4nccs4)cc3)c2O[C@H]1CN(C)S(=O)(=O)c1ccccc1 | . | -5.7
CCCN(C)C[C@@H]1Oc2cc(-c3ccc(OC)cc3)ccc2S(=O)(=O)N([C@H](C)CO)C[C@@H]1C | -21.1 | -3.4
O=[N+]([O-])c1cccc(/C=C/CO)c1 | -2.4 | .
COc1ccc(CNC(=O)C[C@H]2C=C[C@H](NC(=O)CN(C)C)[C@@H](CO)O2)cc1 | 8.5 | 0.3
Cc1ccc([N+](=O)[O-])cc1N(CC(=O)O)S(C)(=O)=O | -17.7 | -0.1
CO[C@@H]1CN(C)C(=O)c2ccc(NC(=O)C3CCC3)cc2OC[C@H](C)N(Cc2ccc(F)cc2)C[C@H]1C | -10.7 | 0.2
C[C@H](CO)N1C[C@H](C)[C@H](CN(C)Cc2ccccc2C(=O)O)Oc2cc(-c3ccc(C(=O)N(C)C)cc3)ccc2S1(=O)=O | -6.4 | 0.2
C[C@H]1CN([C@@H](C)CO)C(=O)CCCn2cc(nn2)CO[C@H]1CN(C)S(=O)(=O)c1cccc(C#N)c1 | . | 0.8
C[C@H]1CN([C@@H](C)CO)C(=O)Cc2cc(NS(=O)(=O)c3ccccc3)ccc2O[C@H]1CN(C)CC1CCCCC1 | -6.0 | -2.7
O=C(C[C@@H]1C=C[C@@H](NC(=O)Nc2ccc3c(c2)OCO3)[C@@H](CO)O1)NCc1ccc2c(c1)OCO2 | -4.1 | 0.1
Cc1ccc(S(=O)(=O)NCC(=O)N2CCN(c3ccccn3)CC2)cc1 | 1.0 | 0.1
COc1ccc(NC(=O)N(C)C[C@@H]2OCCCC[C@@H](C)Oc3ccc(NS(=O)(=O)c4ccc(OC)cc4)cc3C(=O)N([C@@H](C)CO)C[C@@H]2C)cc1 | . | 1.0
C[C@@H]1CN([C@H](C)CO)C(=O)c2cc(NC(=O)Cn3cnnn3)ccc2O[C@H]1CN(C)C(=O)Nc1ccc2c(c1)OCO2 | . | 2.7
COc1cccc(N(CC(=O)Nc2c(C)cc(C)cc2C)S(C)(=O)=O)c1 | 1.7 | 0.2
COc1ccccc1NC(=O)N[C@@H]1CC[C@@H](CCNS(=O)(=O)c2ccc(Cl)cc2)O[C@@H]1CO | -8.4 | 0.1
CCCNC(=O)N[C@H]1C=C[C@H](CC(=O)NCCc2ccccc2)O[C@@H]1CO | 0.0 | 0.3
Cc1ccc(C)c(NS(=O)(=O)c2cc(C(=O)Nc3cccc(N(C)S(C)(=O)=O)c3)ccc2C)c1 | 3.7 | 0.1
COc1ccc(NC(=O)N(C)C[C@@H]2Oc3c(NC(=O)c4ccc(-c5nccs5)cc4)cccc3C(=O)N([C@@H](C)CO)C[C@@H]2C)cc1 | . | -0.1
Cn1cnc(S(=O)(=O)N[C@@H]2C=C[C@H](CC(=O)NCC3CC3)O[C@H]2CO)c1 | -23.6 | 0.5
C[C@H]1CN([C@@H](C)CO)C(=O)Cc2cc(NC(=O)Nc3ccc4c(c3)OCO4)ccc2O[C@@H]1CN(C)C(=O)NC1CCCCC1 | . | 1.0
COc1ccc(NC(=O)Nc2cccc3c2O[C@@H](CN(C)S(=O)(=O)c2ccc(OC)cc2)[C@H](C)CN([C@@H](C)CO)C3=O)cc1 | . | -0.9
C[C@H](CO)N1C[C@H](C)[C@@H](CN(C)C(=O)c2ccccn2)Oc2ncc(Br)cc2C1=O | 21.1 | 8.0
C[C@@H]1CCCCO[C@@H](CN(C)C(=O)Nc2cccc3ccccc23)[C@@H](C)CN([C@H](C)CO)C(=O)c2cc(NC(=O)C3CCCCC3)ccc2O1 | . | -2.9

Some of the entries above, reformatted.
> C[C@H]1CN([C@@H](C)CO)C(=O)Cc2cc(NS(=O)(=O)c3ccccc3)ccc2O[C@H]1CN(C)CC1CCCCC1
  PRC2 inh = -6.0
  IDH1 mut inh = -2.7
> C[C@H](CO)N1C[C@H](C)[C@@H](CN(C)C(=O)c2ccccn2)Oc2ncc(Br)cc2C1=O
  PRC2 inh = 21.1
  IDH1 mut inh = 8.0

Gathered by group: the compounds so far containing two or more sulfur atoms.
SMILES | PRC2 inh | IDH1 mut inh
C[C@@H]1CN([C@H](C)CO)C(=O)c2cccc(NC(=O)c3ccc(-c4nccs4)cc3)c2O[C@H]1CN(C)S(=O)(=O)c1ccccc1 | . | -5.7
Cc1ccc(C)c(NS(=O)(=O)c2cc(C(=O)Nc3cccc(N(C)S(C)(=O)=O)c3)ccc2C)c1 | 3.7 | 0.1

Next section:
SMILES | PRC2 inh | IDH1 mut inh
CC(C)c1ccc(OCC(O)Cn2cnc3ccccc32)cc1 (stereo not given) | -14.8 | 5.8
COc1ccccc1C(=O)Nc1ccc2c(c1)C(=O)N(C)C[C@@H](OC)[C@@H](C)CN(CC1CC1)[C@H](C)CO2 | 0.7 | 0.4
Cc1ccc(C)c(OCCCCSc2ncccn2)c1Cl | 55.6* | 0.4
NC(=O)C1(N2CCCCC2)CCN(CC(=O)Nc2ccc(F)c(Cl)c2)CC1 | -9.8 | 0.1
COc1ccc(S(=O)(=O)N(C)C[C@H]2Oc3ccc(NS(=O)(=O)c4cn(C)cn4)cc3C(=O)N([C@@H](C)CO)C[C@@H]2C)cc1 | . | -0.1
CCCNC(=O)N1C[C@@H](C)[C@H](OC)CN(C)C(=O)c2cc(NS(C)(=O)=O)ccc2OC[C@@H]1C | -1.8 | 0.0
C[C@H](CO)N1C[C@H](C)[C@@H](CN(C)C(=O)Nc2ccc3c(c2)OCO3)Oc2ccc(NC(=O)CCCCCC(=O)Nc3ccccc3N)cc2C1=O | -6.7 | 0.3
C[C@@H](NC(=O)C[C@H]1C[C@@H]2c3cc(NC(=O)Nc4ccccc4F)ccc3O[C@@H]2[C@@H](CO)O1)c1ccccc1 | -5.7 | -0.7
CC(C)c1cn(CC[C@@H]2CC[C@@H](NC(=O)Nc3cc(Cl)cc(Cl)c3)[C@@H](CO)O2)nn1 | 9.7 | 0.5
O=C(C[C@H]1C=C[C@@H](NC(=O)Cc2cccnc2)[C@H](CO)O1)Nc1ccccc1 | 2.0 | 0.2
Cc1coc(C)c1C(=O)CC1(O)C(=O)N(Cc2ccc(Cl)cc2)c2ccccc21 (stereo not given) | 22.0 | 0.0
CO[C@H]1CN(C)C(=O)c2ccc(NS(C)(=O)=O)cc2OC[C@@H](C)N(C(=O)C2CC2)C[C@@H]1C | -0.4 | 0.1
CCN(CC)CCOC(=O)C1(C2CCCCC2)CCCCC1 | . | 1.7
O=C1C(=O)N(Cc2ccco2)C(c2cccc(Oc3ccccc3)c2)C1C(=O)c1cccs1 (stereo not given) | 0.1 | -0.1
O=C(Cn1c2ccccc2n2nc(-c3ccco3)nc12)c1ccccc1 | . | 1.1
O=C(C[C@H]1CC[C@@H](NC(=O)C2CCOCC2)[C@@H](CO)O1)Nc1ccc(-c2ccccc2)cc1 | -6.1 | 0.1
C[C@@H]1CN([C@@H](C)CO)C(=O)c2cc(NC(=O)Nc3cccc4ccccc34)ccc2O[C@@H]1CN(C)Cc1ccc(Oc2ccccc2)cc1 | . | -5.7
NC(=O)C1=C[C@H](c2ccc(C(F)(F)F)cc2)C[C@H](OCc2ccc(CO)cc2)O1 | -2.1 | .
CN(C)C(=O)C[C@@H]1C[C@@H]2c3cc(NC(=O)Cc4ccncc4)ccc3O[C@@H]2[C@H](CO)O1 | -3.5 | -0.1
COCC(=O)Nc1ccc2c(c1)OC[C@H](C)N(Cc1ccccc1)C[C@@H](C)[C@@H](OC)CN(C)C2=O | -7.1 | -0.2
CCCNC(=O)N(C)C[C@@H]1Oc2ncc(-c3ccccc3)cc2C(=O)N([C@@H](C)CO)C[C@H]1C | -13.4 | -3.0
C[C@H]1CN([C@@H](C)CO)C(=O)c2cccc(NC(=O)Nc3ccc4c(c3)OCO4)c2O[C@@H]1CN(C)C(=O)NC1CCCCC1 | . | -4.4
CO[C@@H]1CN(C)C(=O)c2ccc(NS(=O)(=O)c3ccc(Cl)cc3)cc2OC[C@H](C)N(C)C[C@H]1C | 0.0 | 0.4
COC(=O)C[C@@H]1C[C@@H]2c3cc(NC(=O)CC4CC4)ccc3O[C@@H]2[C@@H](CO)O1 | 9.5 | -0.6
C[C@H]1CCCCO[C@H](CN(C)Cc2ccc3c(c2)OCO3)[C@@H](C)CN([C@@H](C)CO)C(=O)c2cc(NC(=O)Nc3cccc4ccccc34)ccc2O1 | . | 1.7
C[C@@H]1CN([C@H](C)CO)C(=O)c2cc(NS(=O)(=O)c3cccs3)ccc2O[C@@H]1CN(C)Cc1ccc2c(c1)OCO2 | . | -0.7
O=C(Nc1ccc(C(F)(F)F)cc1)N[C@H]1CC[C@@H](CCn2cc(C3(O)CCCC3)nn2)O[C@@H]1CO | -2.3 | 0.0
COc1cccc(S(=O)(=O)N(C)C[C@@H]2Oc3ncc(C#Cc4ccc(F)cc4)cc3C(=O)N([C@H](C)CO)C[C@@H]2C)c1 | 17.6 | -4.0
C[C@H]1CN([C@@H](C)CO)C(=O)c2cccc(NC(=O)NC3CCCCC3)c2O[C@H]1CN(C)C(=O)Nc1cccc2ccccc12 | 8.2 | 0.6
Cc1ccc(S(=O)(=O)N(C)C[C@H]2OCCCC[C@@H](C)Oc3ccc(NC(=O)CCCCCC(=O)Nc4ccccc4N)cc3C(=O)N([C@H](C)CO)C[C@@H]2C)cc1 | -10.2 | 0.6
Cc1noc(C)c1NC(=O)N(C)C[C@H]1Oc2ccc(NC(=O)Nc3ccc(F)cc3)cc2C(=O)N([C@@H](C)CO)C[C@H]1C | . | -0.9
Cc1noc(C)c1S(=O)(=O)Nc1ccc2c(c1)C(=O)N([C@H](C)CO)C[C@H](C)[C@@H](CN(C)S(=O)(=O)c1ccc(Cl)cc1)OCCCC[C@H](C)O2 | . | -0.2
Cc1ccc(S(=O)(=O)N(C)C[C@H]2Oc3ccc(NC(=O)C4CCCCC4)cc3CC(=O)N([C@@H](C)CO)C[C@H]2C)cc1 | . | -1.9
CC(C)NC(=O)Nc1ccc2c(c1)CC(=O)N([C@@H](C)CO)C[C@@H](C)[C@@H](CN(C)Cc1ccc(C(=O)Nc3ccccc3N)cc1)O2 | -20.8 | .
C[C@@H]1CCCCO[C@H](CN(C)C(=O)Cc2ccccc2)[C@@H](C)CN([C@H](C)CO)C(=O)c2cc(NC(=O)Nc3ccc4c(c3)OCO4)ccc2O1 | . | 3.1
C[C@@H]1CN([C@@H](C)CO)C(=O)c2cc(NC(=O)c3ccncc3)ccc2O[C@@H]1CN(C)C(=O)Nc1ccccc1 | . | 0.8
N#C[C@@H]1[C@@H](c2ccc(C3=CCCC3)cc2)[C@@H](CO)N1C(=O)NC1CCCC1 | . | -1.6
C[C@@H]1CN([C@@H](C)CO)C(=O)c2cccc(NC(=O)C3CCCCC3)c2O[C@H]1CN(C)S(=O)(=O)c1ccccc1 | 0.8 | .
O=C(COc1ccc(Cl)cc1)Nc1cccnc1 | -1.9 | 0.2
C[C@@H]1CN([C@@H](C)CO)C(=O)c2cc(-c3cccc(F)c3)cnc2O[C@H]1CN(C)C(=O)Nc1cc(F)ccc1F | -11.8 | -0.5
C/C=C/c1cnc2c(c1)C(=O)N([C@@H](C)CO)C[C@@H](C)[C@@H](CN(C)S(=O)(=O)c1ccc(OC)cc1)O2 | . | 3.6
Cc1noc(C)c1CSc1nc2[nH]ncc2c(=O)n1-c1ccccc1 | 0.9 | 0.0
C[C@@H]1CN([C@H](C)CO)C(=O)c2cc(NS(=O)(=O)c3ccc(Cl)cc3)ccc2O[C@@H](C)CCCCO[C@@H]1CN(C)Cc1ccc(C(F)(F)F)cc1 | . | 2.8
Cc1noc(C)c1S(=O)(=O)Nc1ccc2c(c1)C(=O)N([C@H](C)CO)C[C@H](C)[C@@H](CN(C)S(=O)(=O)c1ccccc1)O2 | . | 0.4
COc1ccc(CN(C)C[C@@H]2OCCCC[C@H](C)Oc3ccc(NC(=O)Nc4c(C)noc4C)cc3C(=O)N([C@H](C)CO)C[C@H]2C)cc1 | . | 0.9
C[C@H](O)C#Cc1ccc2c(c1)O[C@H](CN(C)Cc1ccccc1)[C@H](C)CN([C@H](C)CO)S2(=O)=O | -1.4 | 0.1
C[C@H](CO)N1C[C@H](C)[C@H](CN(C)C(=O)c2ccccc2)OCCCC[C@H](C)Oc2ccc(NC(=O)Nc3cccc4ccccc34)cc2C1=O | . | -1.4
C[C@@H]1CN([C@H](C)CO)C(=O)Cc2cc(NS(=O)(=O)c3cn(C)cn3)ccc2O[C@@H]1CN(C)Cc1ccc(C(=O)Nc2ccccc2N)cc1 | -0.1 | 10.4

Another view of some results above:
Molecule,PRC2 inh,IDH1 mut inh
CN(C)C(=O)C[C@@H]1C[C@@H]2c3cc(NC(=O)Cc4ccncc4)ccc3O[C@@H]2[C@H](CO)O1,-3.5,-0.1
COc1ccc(NC(=O)N(C)C[C@@H]2OCCCC[C@@H](C)Oc3ccc(NS(=O)(=O)c4ccc(OC)cc4)cc3C(=O)N([C@@H](C)CO)C[C@@H]2C)cc1,.,1.0
